hcGAS lum: human cGAS inhibition; inhibition, % at 12.5 µM; 290,000 compounds, 0.081% hits; Q8N884; AID 1259398; recombinant h-cGAS, ATP depletion, Kinase-Glo luminescence;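 also: 0% = vehicle reaction and 100% = reaction without DNA for no activity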
Target sequence (Q8N884 whole entry, looked up): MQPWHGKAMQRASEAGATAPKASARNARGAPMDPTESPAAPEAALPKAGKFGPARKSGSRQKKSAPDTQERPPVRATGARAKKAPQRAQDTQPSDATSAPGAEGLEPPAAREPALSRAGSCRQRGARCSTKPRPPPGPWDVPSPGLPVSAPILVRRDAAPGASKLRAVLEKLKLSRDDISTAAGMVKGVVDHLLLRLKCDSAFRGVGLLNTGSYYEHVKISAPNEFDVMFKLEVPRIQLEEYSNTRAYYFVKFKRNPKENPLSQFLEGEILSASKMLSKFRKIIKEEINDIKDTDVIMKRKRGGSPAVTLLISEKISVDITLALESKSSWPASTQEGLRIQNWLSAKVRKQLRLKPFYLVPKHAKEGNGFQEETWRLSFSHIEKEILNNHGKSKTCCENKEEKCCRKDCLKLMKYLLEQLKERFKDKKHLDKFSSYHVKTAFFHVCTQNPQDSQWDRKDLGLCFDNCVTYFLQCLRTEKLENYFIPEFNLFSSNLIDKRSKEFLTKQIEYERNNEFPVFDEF
NPYLR7 agonist: mosquito NPYLR7 agonism | activation, % at 10 µM | AID 1259423 | 270,000 compounds, 0.15% hits | HEK293T NPYLR7/Galpha15, GCaMP6s calcium fluorescence; in the data active = activation above about 40%;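 also: 0% = vehicle and 100% = reference agonist at the receptor; some compounds past the cut are filed as inactive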
mcGAS inh: blocks mouse cGAS activity; Q8C6L5; recombinant cGAS, Kinase-Glo ATP depletion luminescence; inhibition, % at 12.5 µM; 160,000 compounds, 0.15% hits;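 also: 0% = negative control wells and 100% = reference inhibitor with no enzyme activity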
* = called active by the depositor; x = not tested or not shown. Rule as the data show it, unless noted: active = inhibition above about 40%; inactive = the rest. Not a hit list (roughly 0.27% active in at least one column).

item	SMILES	hcGAS lum	NPYLR7 agonist	mcGAS inh
1	Nc1ncccc1C(=O)OCc1ccc(-c2ccccc2)cc1	-9	6	x
2	CC(OC(=O)COc1ccc(Br)cc1Cl)C(N)=O (centres undefined)	-6	-4	x
3	COc1ccccc1OC1CN(Cc2cccc(OC)c2O)C1	-4	7	x
4	O=C(CN1CC(C(=O)N2CCOCC2)Oc2ccccc21)Nc1ccc2c(c1)OC1(CCCCC1)O2 (centres undefined)	0	2	-2
5	COc1cc(-c2c(C#N)c(N)nc3c2c(C)nn3-c2ccc(C)c(C)c2)ccc1O	-6	6	x
6	CCc1nc2n(n1)C(=O)C(C(c1cccs1)N1CCCC1)S2 (centres undefined)	-3	-5	-6
7	Cc1ccc2nc(NC(=O)CSc3nc(=O)n(N4CCN(C)CC4)c4c3CCCC4)sc2c1	-9	-4	-7
8	CCCc1ncncc1C(=O)NC1(CN2CCOCC2)CCCC1	4	x	0
9	COc1ccc2cc(-c3[nH]ncc3CN3CCN(c4ccc(O)cc4)CC3)ccc2c1	-11	1	x
10	Cn1ncc(C(=O)O)c1-c1ccccc1	0	-4	x
11	Cc1sc2nc(C(C)Sc3nnc(C4CC4)n3C3CC3)[nH]c(=O)c2c1C (centres undefined)	-6	7	x
12	CC(C(=O)NCc1ccccn1)n1c(=O)n(-c2ccccc2F)c(=O)c2ccccc21 (centres undefined)	-7	-4	-5
13	CC(NC(=O)C(C)(C)C)C(=O)N1CCc2ccccc21 (centres undefined)	-5	1	x
14	COc1ccc(S(=O)(=O)NC(C)(C)C)cc1N(C)S(C)(=O)=O	-5	12	x
15	COc1cc(C(=O)OCc2cc(=O)n3cc(Br)ccc3n2)cc2c1OCCO2	6	-12	x
16	O=C(c1cc2n(n1)CCN(C(=O)c1cccc(=O)[nH]1)C2)N1CCCC1	-4	15	x
17	Fc1ccccc1N1CCN(c2nnnn2-c2ccccc2)CC1	-7	3	-10
18	COc1cc(S(=O)(=O)NCc2ccc3c(c2)OCO3)ccc1Br	-9	-1	x
19	CC(O)[C@H]1C(=O)N2C1CCOC21CCCCC1 (some centres undefined)	4	-3	x
20	Cc1cc(C)n(CCCNC2CCC(C#N)(c3ccccc3)CC2)n1 (centres undefined)	6	-5	x
21	COC(=O)C(NCc1ccc(S(=O)(=O)N(C)C)s1)c1ccccc1 (centres undefined)	-7	3	-2
22	CN(C)c1ccc(C2=NN(c3ccccc3)C(c3ccccn3)C2)cc1 (centres undefined)	5	-4	-5
23	O=C(Nc1c(-c2ccccc2)n[nH]c1-c1ccco1)c1ccccc1F	-1	x	8
24	FC(F)(F)c1cccc(-n2c(SCc3ccc(Br)cc3)nnc2-c2cccnc2)c1	-3	x	-6

Structures shown so far with a thiophene ring, fused or not (three):
item	SMILES	hcGAS lum	NPYLR7 agonist	mcGAS inh
6	CCc1nc2n(n1)C(=O)C(C(c1cccs1)N1CCCC1)S2 (centres undefined)	-3	-5	-6
11	Cc1sc2nc(C(C)Sc3nnc(C4CC4)n3C3CC3)[nH]c(=O)c2c1C (centres undefined)	-6	7	x
21	COC(=O)C(NCc1ccc(S(=O)(=O)N(C)C)s1)c1ccccc1 (centres undefined)	-7	3	-2

Later entries.
item	SMILES	hcGAS lum	NPYLR7 agonist	mcGAS inh
25	O=C(NC1CCCCC1)N1CCN(Cc2nnnn2-c2ccc(Cl)cc2)CC1	-7	3	-6
26	Cc1cc(C)n(CC(=O)N2C[C@H]3CC=CC[C@H]3C2)c(=O)n1	-6	0	-9
27	COc1ccc(CN2CCCn3cccc3C2c2ccc(Cl)cc2)c(OC)c1OC (centres undefined)	2	2	-1
28	Clc1ccc(C(c2ccc(Cl)cc2)N2CCNCC2)cc1	-4	5	x
29	CSc1cccc(NC(=O)NCCNc2cc(-n3nc(C)cc3C)ncn2)c1	-1	-5	-9
30	C=CCNCC(=O)N(CCc1ccc(OC)c(OC)c1)Cc1cccs1	-11	-10	-7
31	Fc1ccc(-c2nc(NCc3ccco3)c3ccccc3n2)cc1	-3	-5	-3
32	COc1ccc(NC(=O)C2CC(=O)N(C)C(=Nc3ccc(C)c(Cl)c3)S2)cc1 (centres undefined)	3	1	x
33	CN1CC2(CCCN(CC(=O)Nc3cnn(C)c3)C2)OC1=O (centres undefined)	-6	9	x
34	CCOC(=O)N1CCN(CC(=O)N2N=C(c3ccccc3)CC2c2ccc(Cl)cc2)CC1 (centres undefined)	-8	-1	-7
35	COC(=O)c1cc2n(n1)CCN(C(=O)c1csc(CN(C)C)n1)C2	-9	6	x
36	CC1=NN(C(=O)c2cccc(O)c2)C(O)(C(F)(F)F)C1 (centres undefined)	2	38	x
37	CN(CCc1ccccc1)C1CCCN(C(=O)CNS(C)(=O)=O)C1 (centres undefined)	-1	1	-10
38	Cn1cccc1CN(Cc1ccco1)CC(O)COCc1ccccc1 (centres undefined)	-3	24	-3
39	Cc1[nH]c2ccc(CNC(=O)C(c3cccnc3)N3CCOCC3)cc2c1C (centres undefined)	-4	3	x
40	CCS(=O)(=O)NCC(c1ccco1)S(=O)(=O)c1ccc(F)cc1 (centres undefined)	-7	-6	-6
41	Cc1cn2c3c(=O)n(CCN4CCCCC4)c(=O)n(C)c3nc2n1-c1ccc(Cl)cc1	8	-1	x
42	O=C(CC12CC3CC(CC(C3)C1)C2)n1cc(Br)cn1	-5	2	x
43	CCOC(=O)c1cnn(-c2ccccc2)c1N	-3	6	-2
44	O=C(NCCCc1ccccc1)N1CCN(C(c2ccc(F)cc2)c2ccc(F)cc2)CC1	-5	12	-7
45	Cc1nc(SCC(=O)NC(C)c2ccccc2)c2oc3ccccc3c2n1 (centres undefined)	-7	4	-8
46	Cc1cccc2nc(C(=O)N3CCCC(c4ccn[nH]4)C3)c(F)n12 (centres undefined)	-4	22	x
47	Cc1ccccc1-c1n[nH]c(=S)n1-c1ccc(Cl)c(Cl)c1	0	-2	x
48	Cc1c(Cl)c([N+](=O)[O-])nn1CC(=O)NCc1cccs1	-4	-5	-6
49	Cc1ccsc1Cn1nccc1N	-4	2	-3
50	FC(F)(F)CCc1ccnc(NCC2COc3ccccc3O2)n1 (centres undefined)	-6	15	x
51	OCC1CCCN(c2ncnc3sc4c(c23)CCCC4)C1 (centres undefined)	-6	-6	-3
52	O=C(N=Nc1c(O)[nH]c2ccc(Cl)cc12)c1cc(Br)ccc1O	0	-4	1
53	Cc1ccc(N2C(=O)CSC2c2cccnc2)cc1 (centres undefined)	2	-13	0
54	COC(=O)C1CCN(C(=O)COc2cc(C(C)C)c(Cl)cc2C)CC1	-6	8	x
55	CC1(C)CC(CN2CCN(c3ncnc4nc[nH]c34)CC2)CCO1 (centres undefined)	-3	x	-3
56	OCCn1c(/C=C/c2ccccc2)nc2ccccc21	-3	23	-14
57	CCn1c(CC2CCN(Cc3ccc4nonc4c3)CC2)nn(C)c1=O	-3	5	x
58	CCN(CC)c1ccc(CN(C(=O)Nc2ccccc2OC)C2CC2)c(OS(=O)(=O)c2ccc(NC(C)=O)cc2)c1	5	-11	-1
59	CCc1ccccc1NC(=O)Cn1nnc(C(=O)Nc2ccccc2CC)c1N	-5	-4	-6
60	CC(C)=CCC/C(C)=C/CN1C[C@@H](Sc2nc3ccccc3[nH]2)C[C@H]1C(=O)N(C)C	-10	16	x
61	CC1CCN(c2ccc(NC(=O)Nc3ccc(Br)cc3)cc2C(=O)NC(C)c2ccccc2)CC1 (centres undefined)	-8	7	-6
62	C#CCCC(=O)N(CCC)Cc1cccc(Cl)c1	-7	8	x
63	COc1cccc(C(=O)N(Cc2cccc(OS(=O)(=O)c3cccc(C(F)(F)F)c3)c2)Cc2ccco2)c1	-5	30	-5
64	C#CCNC(=O)CC[C@@H]1CNC(=O)[C@@H]2C[C@H](NS(=O)(=O)c3cccc(C(F)(F)F)c3)CN12	-8	-3	-8
65	C=CCn1c(SC(C(=O)NC(N)=O)C(C)C)nc2sccc2c1=O (centres undefined)	2	-1	-1
66	O=c1c2cnc3nc(-c4cccnc4)nn3c2ccn1CC1CCCO1 (centres undefined)	-8	6	x
67	O=C(c1ccc(-c2ccc(Cl)cc2)o1)N1CCCN(C(=O)C2CCCC2)CC1	-1	-2	x
68	O=C(O)C1(c2ccc(Cl)cc2)CCCC1	4	0	-1
69	CN(C)C(=O)N1CCN(c2cc(-c3ccccc3)c3ccccc3n2)CC1	-3	10	x
70	C=CCOCC(O)CN1CCC(=O)N(C)Cc2cc(OC)ccc21 (centres undefined)	1	1	-6
71	O=C1NC(=S)NC(=O)C1=C1C=C(c2ccccc2)N(CCN2CCOCC2)C2=C1CCCC2	-7	0	-8
72	Cc1cc(NC(=O)Cc2ccc(Cl)cc2)n(-c2nc(-c3cccs3)cs2)n1	-1	-7	-7

In the list so far, these contain a CF3 group:
item	SMILES	hcGAS lum	NPYLR7 agonist	mcGAS inh
24	FC(F)(F)c1cccc(-n2c(SCc3ccc(Br)cc3)nnc2-c2cccnc2)c1	-3	x	-6
36	CC1=NN(C(=O)c2cccc(O)c2)C(O)(C(F)(F)F)C1 (centres undefined)	2	38	x
50	FC(F)(F)CCc1ccnc(NCC2COc3ccccc3O2)n1 (centres undefined)	-6	15	x
63	COc1cccc(C(=O)N(Cc2cccc(OS(=O)(=O)c3cccc(C(F)(F)F)c3)c2)Cc2ccco2)c1	-5	30	-5
64	C#CCNC(=O)CC[C@@H]1CNC(=O)[C@@H]2C[C@H](NS(=O)(=O)c3cccc(C(F)(F)F)c3)CN12	-8	-3	-8

(continued)
item	SMILES	hcGAS lum	NPYLR7 agonist	mcGAS inh
73	Cc1ccc(CN(C)C(=O)CCNS(=O)(=O)c2cccnc2)o1	-13	7	x
74	Cn1ccnc1C(=O)C1CCCN(C(=O)CC2(c3cccc(F)c3)CC(=O)N(C3CCCC3)C2=O)C1 (centres undefined)	-9	18	-13
75	O=C(C(c1ccccc1)c1ccccc1)N1CCC2(CC1)SCCN2C(=O)c1ccccc1F	-2	0	-4
76	CSc1nnc(SCc2csc(Cc3ccc(Cl)c(Cl)c3)n2)s1	-6	2	-7
77	COc1c(C)cc(S(=O)(=O)NCCn2nc(-c3ccc(Cl)cc3)ccc2=O)c(C)c1C	-3	0	-8
78	COc1cccc(CCn2ccnc2-c2ccco2)c1OC	-7	1	x
79	COCc1nc(NCCc2csc(C(C)C)n2)c2cnn(C)c2n1	-5	9	x
80	C=CCOc1ccccc1/C=N\NC(=O)C(C)C	-6	-2	x

Two compounds from above, limited to NPYLR7 agonist and hcGAS lum.
item | Compound | NPYLR7 agonist | hcGAS lum
24 | FC(F)(F)c1cccc(-n2c(SCc3ccc(Br)cc3)nnc2-c2cccnc2)c1 | x | -3
3 | COc1ccccc1OC1CN(Cc2cccc(OC)c2O)C1 | 7 | -4

(further entries)
item	SMILES	hcGAS lum	NPYLR7 agonist	mcGAS inh
81	CC(C)c1c(C(=O)O)c(C2CC2)nn1-c1ccc(Cl)c(Cl)c1	-3	9	-5
82	CC1(Cc2ccc(C(F)(F)F)o2)C(=O)Nc2cccc(Cl)c21 (centres undefined)	-1	2	-4
83	COC(=O)c1c2c(n3ccccc13)C(=O)c1ccccc1C2=O	-2	-5	-2
84	COC(=O)c1c(NC(=O)C2CCCO2)sc2c1CCC2 (centres undefined)	-2	-2	x
85	O=C(O)C12CC3CC(CC(C3)C1)C2	-1	-2	x
86	CNC(=O)[C@H]1CN(C(=O)N2CCOCC2)[C@]2(C)C(=O)Nc3ccccc3[C@H]12	-4	35	-6
87	COCCCN(CC(=O)N1CCc2sccc2C1COc1cccc(OC)c1)C(=O)c1cccc(OC)c1 (centres undefined)	-2	-2	-5
88	O=C1c2ccccc2C(=O)c2c(Sc3ccccc3)cccc21	-3	11	-6
89	CCc1nn2c(N)c(C#N)nnc2c1-c1ccccc1	-8	-11	x
90	Cc1ccc(C)c(CN2N=C(C(C)(C)C)Cn3c2nc2c3c(=O)n(C)c(=O)n2C)c1	-5	4	-10
91	C=C1C[C@@]23CC4C5[C@@]6(C)C[C@H](O)C[C@@]57C2[C@H](O)[C@@H]1[C@H](O)[C@H]3[C@H]7N4C6	-3	0	-5
92	CC(OC(=O)c1ccn[nH]1)c1ccc(C(C)(C)C)cc1 (centres undefined)	-12	9	x
93	Cc1nc([N+](=O)[O-])cn1CCCCN1C(=O)c2ccccc2C1=O	-3	0	x
94	COc1ccc(NC(=O)c2c(N)c(C(=O)c3ccc4c(c3)CCCC4)n3ccccc23)cc1	-1	-3	-4
95	CCNc1nn(CC(=O)N2CCN(c3ccccc3F)CC2)c(N)c1-c1nc(-c2ccccc2)no1	-3	x	-9
96	CCN(CC)c1onc(-c2ccc(F)cc2)c1CN(CCCOC)C(=O)c1cccc(OC)c1	-2	3	-4
97	CCC1c2ccsc2CCN1CCS(=O)(=O)c1ccc(Cl)cc1 (centres undefined)	-6	8	x
98	O=C(NCC1CCCO1)c1cccnc1N1CCN(C(=O)COCc2ccccc2)CC1 (centres undefined)	-1	-1	-4
99	COc1ccc(-c2cc(C(=O)O)c3[nH]c(-c4ccccc4)nc3n2)cc1OC	-8	-1	-8
100	O=C(O)c1ncc(Cl)c(Cl)c1Cl	2	-6	x
101	Cc1nn(C)c(C)c1CCC(=O)N(Cc1cccnc1)C1CCCCC1	2	15	x
102	Cc1occc1-c1nnc(SCC(=O)c2c(N)n(C3CC3)c(=O)[nH]c2=O)n1C	-8	4	x

Compound activity (PubChem BioAssay)
